ULK1 inh – inhibitors of human ULK1 kinase. O75385. AlphaScreen Atg13 phosphorylation by ULK1, luminescence. inhibition, % at 5.96 µM. hit rate 1.9% among 30,000. AID 1259251; in the data active = inhibition above about 43%;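 also: 0% = median of compound wells and 100% = no enzyme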
ASK1 inh – human ASK1 kinase inhibition, primary screen | Q99683 | AlphaScreen MKK6 phosphorylation by ASK1, luminescence | inhibition, % at 7.44 µM | hit rate 0.99% among 22,000; in the data active = inhibition above about 35%;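 also: 0% = median of compound wells and 100% = no enzyme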
Target sequence (Q99683 whole entry, looked up): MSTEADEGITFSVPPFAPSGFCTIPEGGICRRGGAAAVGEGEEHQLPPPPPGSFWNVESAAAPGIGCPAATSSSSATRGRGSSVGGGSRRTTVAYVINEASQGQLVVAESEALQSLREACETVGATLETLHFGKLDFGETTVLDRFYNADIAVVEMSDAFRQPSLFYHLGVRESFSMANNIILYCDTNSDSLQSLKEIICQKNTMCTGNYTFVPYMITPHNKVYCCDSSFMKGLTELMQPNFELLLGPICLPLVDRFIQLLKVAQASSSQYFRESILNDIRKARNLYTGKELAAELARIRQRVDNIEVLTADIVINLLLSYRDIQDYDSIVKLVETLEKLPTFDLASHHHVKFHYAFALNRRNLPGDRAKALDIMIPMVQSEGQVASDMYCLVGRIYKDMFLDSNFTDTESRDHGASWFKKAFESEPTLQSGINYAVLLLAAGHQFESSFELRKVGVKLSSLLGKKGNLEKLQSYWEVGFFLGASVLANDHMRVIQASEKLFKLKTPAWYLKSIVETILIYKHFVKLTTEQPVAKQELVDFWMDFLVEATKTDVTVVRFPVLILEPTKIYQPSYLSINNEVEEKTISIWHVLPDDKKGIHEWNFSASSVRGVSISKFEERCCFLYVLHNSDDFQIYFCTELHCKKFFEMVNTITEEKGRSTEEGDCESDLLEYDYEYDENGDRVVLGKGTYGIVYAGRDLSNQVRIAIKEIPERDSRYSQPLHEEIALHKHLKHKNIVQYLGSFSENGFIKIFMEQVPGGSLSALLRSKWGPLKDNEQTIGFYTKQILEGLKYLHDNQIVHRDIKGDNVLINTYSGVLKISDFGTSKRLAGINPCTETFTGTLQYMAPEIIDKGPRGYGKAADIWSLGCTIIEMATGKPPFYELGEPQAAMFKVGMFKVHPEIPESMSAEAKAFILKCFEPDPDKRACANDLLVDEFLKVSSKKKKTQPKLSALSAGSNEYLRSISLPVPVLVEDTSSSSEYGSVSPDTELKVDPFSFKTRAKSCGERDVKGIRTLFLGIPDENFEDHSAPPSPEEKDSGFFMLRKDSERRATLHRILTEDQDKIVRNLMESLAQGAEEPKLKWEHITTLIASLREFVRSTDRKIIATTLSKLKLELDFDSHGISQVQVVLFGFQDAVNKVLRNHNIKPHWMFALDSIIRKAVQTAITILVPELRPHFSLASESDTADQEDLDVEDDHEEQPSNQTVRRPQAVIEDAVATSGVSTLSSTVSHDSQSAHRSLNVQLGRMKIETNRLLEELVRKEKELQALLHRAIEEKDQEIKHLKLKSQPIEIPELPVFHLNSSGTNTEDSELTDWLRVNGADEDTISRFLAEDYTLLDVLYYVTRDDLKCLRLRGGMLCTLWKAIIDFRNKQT
The depositor's hits bear a star; / = not tested or not shown; & = joins results of further samples. This is a subset; rates above refer to the full screens.

SMILES	ULK1 inh	ASK1 inh
CC(C)C(=O)NC(Oc1ccc([N+](=O)[O-])cc1[N+](=O)[O-])C(Cl)(Cl)Cl (stereo unspecified)	-5	/
C[C@]12CC[C@H](O)CC1=CC[C@@H]1[C@@H]2CC[C@]2(C)C(=O)CC[C@@H]12	4	/
O=P1(NCCCl)OCCCN1CCCl (stereo unspecified)	-9	/
O=C1Nc2ccc(Cl)cc2C(c2ccccc2)=NC1O (stereo unspecified)	7	/
C1CN(P2(N3CC3)=NP(N3CC3)(N3CC3)=NP(N3CC3)(N3CC3)=N2)CCO1 (stereo unspecified)	-4	/
Cc1ccc(NC2=NCCN2)c(Cl)c1	26	/
O=c1[nH]c2ccccc2n1C1CCN(CCCC(c2ccc(F)cc2)c2ccc(F)cc2)CC1	3	/
CC12CCC(=O)C=C1CC[C@@H]1[C@@H]2CCC2(C)[C@H]1CC[C@]2(C)O (stereo partly specified)	4	/
Cc1nc2ccc(Cl)cc2c(=O)n1-c1cccc(Cl)c1	0	/
CCCCCCCCCC(=O)OC1CCC2C3CCC4=CC(=O)CCC4C3CCC12C (stereo unspecified)	4	/
CCN(CC)CCOC(=O)C(O)(c1ccccc1)c1ccccc1	-2	/
CCC(=O)O[C@H]1CCC2C3CCC4=CC(=O)CC[C@]4(C)C3CC[C@@]21C (stereo partly specified)	4	/
CC12CCC3C(CCC4=C(O)C(=O)CCC43C)C1CCC2=O (stereo unspecified)	-9	/
O=C1CN=C(c2ccccc2Cl)c2cc(Cl)ccc2N1	-7	/
CCOC(=O)C(c1c(O)c2ccccc2oc1=O)c1c(O)c2ccccc2oc1=O	6	/
CN1C(=O)NC(=O)C(C)(C2=CCCCC2)C1=O (stereo unspecified)	15	/
CCCCNCC(O)c1ccc(O)cc1 (stereo unspecified)	5	/
COc1ccc(CN2C(=O)CC(=O)NC2=S)cc1	20	/
CCOC(=O)CC(SP(=S)(OC)OC)C(=O)OCC (stereo unspecified)	8	/
NCCc1cc(O)c(O)cc1O	91*	/
C[N+]1(C)C2CCC1CC(OC(=O)C(CO)c1ccccc1)C2 (stereo unspecified)	0	/
O1[As]2O[As]1O2	-2	/
CCOP(=O)(OCC)C(C)NC(=O)N(CCCl)N=O (stereo unspecified)	4	/
O=S(=O)(O)c1cc(O)ccc1O	-5	/
CC(CC(C(N)=O)(c1ccccc1)c1ccccc1)N(C)C (stereo unspecified)	2	/
Next part:
SMILES	ULK1 inh	ASK1 inh
C=CCN1CC[C@]23CCCCC2[C@H]1Cc1ccc(O)cc13 (stereo partly specified)	-3	/
Cc1cncc2cccc(N3CCNCC3)c12	4	3
CCCN(CCC)C(=O)Cc1c(-c2ccc(Cl)cc2)nc2ccc(Cl)cn12	-1	/
CCN=C1Nc2ccc(Cl)cc2C(C)(c2ccccc2)O1 (stereo unspecified)	-13	/
CN(C)CCc1ccc(O)cc1	-7	/
CC12CC[C@H]3[C@@H](CCC4=CC(=O)CC[C@@H]43)[C@@H]1CC[C@@H]2O (stereo partly specified)	-3	/
O=C(Nc1cccc(Cl)c1N1CCNCC1)c1ccc(Br)o1	7	-1
Cc1ccc2c(c1)[C@@H]1CN(C)CC[C@@H]1N2	14	/
CCC(=O)c1ccc(C(=O)C23CN4CN(CN(C4)C2)C3)cc1	-4	/
O=C1CN=C(c2ccccc2F)c2cc(Cl)ccc2N1	-5	/
C1CCC(NC2CCCCC2)CC1	-7	/
Nc1ccc(/C=C2\C(=O)C3CCN2CC3)cc1	-10	/
Clc1ccc(C(OCCN2CCCCC2)c2ccccc2)cc1 (stereo unspecified)	8	/
O=C1NC(=O)N(c2ccc3c(c2)OCO3)C(=O)/C1=C/c1cccs1	-1	/
Cc1nnc2n1-c1ccc(Cl)cc1C(c1ccccc1Cl)=NC2	0	/
C=CCN1CC[C@]23c4c5ccc(O)c4O[C@H]2C(=O)CC[C@@]3(O)[C@H]1C5	5	/
CC1[C@H]2Cc3ccc(O)cc3[C@]1(C)CCN2CCc1ccccc1 (stereo partly specified)	17	/
CN1C(=O)CN=C(c2ccccc2)c2cc(Cl)ccc21	-2	/
CC(C)=CCN1CC[C@@]2(C)c3cc(O)ccc3C[C@@H]1C2C (stereo partly specified)	5	/
C=CCC1(C(C)CCC)C(=O)NC(=S)NC1=O (stereo unspecified)	15	/
Cc1ccc(/C=C2\C(=O)NC(=S)N(c3ccc(F)cc3)C2=O)o1	34	/
CC(Cc1ccccc1)NCCC(c1ccccc1)c1ccccc1 (stereo unspecified)	5	/
COc1cc([C@@H]2c3cc4c(cc3[C@@H](O)[C@H]3COC(=O)[C@H]23)OCO4)cc(OC)c1O	-2	/
CCN1CCCC1CNC(=O)C(O)(c1ccccc1)c1ccccc1 (stereo unspecified)	10	/
COc1ccc(CCN)cc1OC	-6	/
(more compounds)
SMILES	ULK1 inh	ASK1 inh
CC(=O)O[C@H]1C[C@H](O[C@H]2[C@@H](O)C[C@H](O[C@H]3[C@@H](O)C[C@H](O[C@H]4CC[C@@]5(C)C(CCC6C5C[C@@H](O)[C@]5(C)[C@@H](C7=CC(=O)OC7)CC[C@]65O)C4)O[C@@H]3C)O[C@@H]2C)O[C@H](C)[C@H]1O[C@@H]1O[C@H](CO)[C@@H](O)[C@H](O)[C@H]1O (stereo partly specified)	1	/
CN1CCC(O)(c2ccc(F)cc2)C(C(=O)c2ccc(F)cc2)C1 (stereo unspecified)	-28	/
COc1ccc(/C=C2/C(=N\O)C3CCN2CC3)cc1	-7	/
[Cl][Cr]([Cl])[Cl]	13	/
Cn1c(CCCC(=O)O)nc2cc(N(CCCl)CCCl)ccc21	-6	/
COc1c(Cl)cc(Cl)cc1C1C(C#N)=C(N)Oc2c1c(=O)oc1ccccc21 (stereo unspecified)	5	/
Cc1ccc(C(C)N2CCNCC2)c(C)c1 (stereo unspecified)	7	/
NC(=O)CN1CCCC1=O	2	/
COC12CCC3(CC1C(C)(O)C(C)(C)C)[C@H]1Cc4ccc(O)c5c4[C@@]3(CCN1CC1CC1)C2O5 (stereo partly specified)	-1	/
C=C[C@H]1CN2CC[C@H]1C[C@H]2[C@H](O)c1ccnc2ccccc12	2	/
NC(=O)c1cc([N+](=O)[O-])cc([N+](=O)[O-])c1	0	/
Cc1nc2ccccc2c(=O)n1-c1ccccc1Cl	-1	/
CCOC(=O)C1(c2ccccc2)CCN(C)CC1	0	/
O=C1c2ccccc2C(=O)c2ccccc21	2	/
CCOP(=S)(OCC)Oc1ccc2c(C)c(Cl)c(=O)oc2c1	2	/
COP(=S)(OC)Oc1ccc(Sc2ccc(OP(=S)(OC)OC)cc2)cc1	1	/
CN1CC[C@@]23CCCC[C@@H]2[C@@H]1Cc1ccc(O)cc13	1	/
CCCCCOc1ccc(C(CN)CC(=O)O)cc1 (stereo unspecified)	8	/
C[C@]12CC[C@H](OS(=O)(=O)O)CC1=CC[C@@H]1[C@@H]2CC[C@]2(C)C(=O)CC[C@@H]12	-4	/
CC(C)=CC1C(C(=O)OCN2C(=O)C3=C(CCCC3)C2=O)C1(C)C (stereo unspecified)	6	/
CC(C)[N+](C)(CCC(C(N)=O)(c1ccccc1)c1ccccc1)C(C)C	-1	/
C[C@H]1CCC[C@H](O)CCCCCc2cc(O)cc(O)c2C(=O)O1	1	/
Clc1ccc(C2(Cn3cncn3)OCCO2)c(Cl)c1	0	/
CN[C@@H](C)[C@H](O)c1ccccc1	4	/
CCN1CCN(c2c(Cl)cccc2NC(C)=O)CC1	0	3

2 entries drawn at random from those above:
SMILES	ULK1 inh	ASK1 inh
CCN=C1Nc2ccc(Cl)cc2C(C)(c2ccccc2)O1 (stereo unspecified)	-13	/
CC(C)[N+](C)(CCC(C(N)=O)(c1ccccc1)c1ccccc1)C(C)C	-1	/

(listing goes on)
SMILES	ULK1 inh	ASK1 inh
CC(C)(N)Cc1ccccc1	2	/
C#CC1(O)C=CC2C3CCC4=CC(=O)CCC4C3CCC21CC (stereo unspecified)	-1	/
[F-].[Sn+2]	-1	/
c1ccc2c(c1)sc1ccccc12	-1	/
CC(C)=CCOc1c2occc2cc2ccc(=O)oc12	2	/
O=C1CCCN1C(=O)c1cc(Cl)cc(Cl)c1	-3	/
CC1(C)COC(=O)C1O (stereo unspecified)	0	/
O.O.O.O=C(O)C1[O][Sb]2[O]C(=O)C([O]2)C(C(=O)O)[O][Sb]2[O]C(=O)C1[O]2.O=C(O)C1[O][Sb]2[O]C(=O)C([O]2)C(C(=O)O)[O][Sb]2[O]C(=O)C1[O]2.[K+].[K+] (stereo unspecified)	5	/
CC(=O)OC1CC(OC2C(O)CC(OC3C(O)CC(OC4CCC5(C)C(CCC6C5CCC5(C)C(C7=CC(=O)OC7)C(O)CC65O)C4)OC3C)OC2C)OC(C)C1OC1OC(CO)C(O)C(O)C1O (stereo unspecified)	-6	/
CN1C(=O)COc2c(C(=O)NC3CN4CCC3CC4)cc(Cl)cc21 (stereo unspecified)	2	/
O=C(O)C1=CC2c3ccccc3C1c1ccccc12	8	/
CCCC1CCCCN1 (stereo unspecified)	1	/
Clc1ccccc1N1CCNCC1	-1	/
COc1ccc(CN2CCC[C@H]2c2nc3ccc(-c4ccncc4)cc3[nH]2)cc1 (tested in a mixture with another compound)	0	-1
CCCCNC(C)(C)[P+](=O)O	4&-7	/
CC(C)CCON=O	-1	/
CCCC(C)C1(CC)C(=O)NC(=O)NC1=O (stereo unspecified)	-11	/
CCC(C)C(C)(COC(N)=O)COC(N)=O (stereo unspecified)	-11	/
O=c1[nH]cc(N(CCCl)CCCl)c(=O)[nH]1	12	/
ClC1=C(Cl)C2(Cl)C3C4CC(C5OC45)C3C1(Cl)C2(Cl)Cl (stereo unspecified)	2	/
O=C1CN=C(c2ccccc2)c2cc(Cl)ccc2N1	-3	/
CCC12CCN(CC3(O)CC3)C(Cc3ccc(O)cc31)C2(C)C (stereo unspecified)	4	/
c1ccc(C2CC2)c(OCC2=NCCN2)c1	8	/
CC12CCC3C(CC=C4CC5(CCC43C)OCCO5)C1CCC2=O (stereo unspecified)	5	/
CC(C)(NC(=O)C(Cl)(Cl)Cl)c1ccncc1	12	/

A draw from above in order of molecular weight, lowest first.
SMILES	ULK1 inh	ASK1 inh
CC(C)CCON=O	-1	/
CCCC1CCCCN1 (stereo unspecified)	1	/
CC1(C)COC(=O)C1O (stereo unspecified)	0	/
[F-].[Sn+2]	-1	/
CC(C)(N)Cc1ccccc1	2	/
CN[C@@H](C)[C@H](O)c1ccccc1	4	/
CCCCNC(C)(C)[P+](=O)O	4&-7	/
c1ccc2c(c1)sc1ccccc12	-1	/
Clc1ccccc1N1CCNCC1	-1	/
c1ccc(C2CC2)c(OCC2=NCCN2)c1	8	/
CCCC(C)C1(CC)C(=O)NC(=O)NC1=O (stereo unspecified)	-11	/
CCC(C)C(C)(COC(N)=O)COC(N)=O (stereo unspecified)	-11	/
O=c1[nH]cc(N(CCCl)CCCl)c(=O)[nH]1	12	/
O=C1CCCN1C(=O)c1cc(Cl)cc(Cl)c1	-3	/
CC(C)=CCOc1c2occc2cc2ccc(=O)oc12	2	/
O=C1CN=C(c2ccccc2)c2cc(Cl)ccc2N1	-3	/
CCN1CCN(c2c(Cl)cccc2NC(C)=O)CC1	0	3
C#CC1(O)C=CC2C3CCC4=CC(=O)CCC4C3CCC21CC (stereo unspecified)	-1	/
CCC12CCN(CC3(O)CC3)C(Cc3ccc(O)cc31)C2(C)C (stereo unspecified)	4	/
CC12CCC3C(CC=C4CC5(CCC43C)OCCO5)C1CCC2=O (stereo unspecified)	5	/
CN1C(=O)COc2c(C(=O)NC3CN4CCC3CC4)cc(Cl)cc21 (stereo unspecified)	2	/
ClC1=C(Cl)C2(Cl)C3C4CC(C5OC45)C3C1(Cl)C2(Cl)Cl (stereo unspecified)	2	/
COc1ccc(CN2CCC[C@H]2c2nc3ccc(-c4ccncc4)cc3[nH]2)cc1 (tested in a mixture with another compound)	0	-1
O.O.O.O=C(O)C1[O][Sb]2[O]C(=O)C([O]2)C(C(=O)O)[O][Sb]2[O]C(=O)C1[O]2.O=C(O)C1[O][Sb]2[O]C(=O)C([O]2)C(C(=O)O)[O][Sb]2[O]C(=O)C1[O]2.[K+].[K+] (stereo unspecified)	5	/
